From PubChem
Gli-Sufu antag – antagonists of Gli-Sufu signaling; Sufu-KO-LIGHT fibroblasts, Gli luciferase reporter luminescence; inhibition, % at 5 µM; 340,000 compounds, 0.74% hits; AID 588413;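 active = inhibition above about 55%, limit read from the data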;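 also: 0% = DMSO-treated cells and 100% = wells with medium but no cells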
Apaf-1 inh – inhibitors of human Apaf-1 apoptosome; AID 489030; 330,000 compounds, 0.71% hits; inhibition, % at 20 µM; reconstituted apoptosome caspase-3 activity, DEVD-Rh110 fluorescence; O14727; active = inhibition of at least 40% at 20 µM;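 also: plate controls were DMSO wells for no effect and DEVD-CHO caspase inhibitor wells for full effect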
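Material: biochemical Apaf-1 apoptosome reconstitution. Medium: Hepes buffer, pH 7.5. Also added: cytochrome c activation, bis-DEVD rhodamine 110 substrate. Timing: 30 min compound preincubation, 50 min activation, room temperature. Measured by: rhodamine 110 fluorescence at Ex 480/Em 540 nm.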
UBC13 polyUb – inhibitors of human UBC13 polyubiquitin chain formation; 330,000 compounds, 0.47% hits; TR-FRET; AID 485273; inhibition, % at 20 µM; in the data active = inhibition above about 45%, passing the limit was not always enough
Target sequence (P61088 whole entry, looked up): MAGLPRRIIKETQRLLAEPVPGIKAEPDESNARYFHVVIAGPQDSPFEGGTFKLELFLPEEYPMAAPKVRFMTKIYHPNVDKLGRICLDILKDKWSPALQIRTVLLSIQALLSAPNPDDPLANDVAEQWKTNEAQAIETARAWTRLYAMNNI
697 NFkB inh – inhibitors of the PMA/ionomycin-induced NF-kB reporter in 697 B cells; 697 B-cell NF-kB luciferase reporter, 16 h; inhibition, % at 4 µM; AID 435022; 330,000 compounds, 0.33% hits; in the data active = inhibition above about 35%
CCR6 antagonist – antagonists of human CCR6 receptor | CHO-K1 CCR6 PathHunter beta-arrestin, luminescence, CCL20-stimulated | inhibition, % at 20 µM | P51684 | 340,000 compounds, 0.49% hits;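 active = compounds whose inhibition of the agonist-driven luminescence signal at 20 µM reaches about 50%, limit read from the data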;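 also: cells stimulated with CCL20 at 14 nM final; plate controls were DMSO with CCL20 for no effect and DMSO without agonist for full effect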
Jurkat NFkB inh – inhibitors of the PMA/ionomycin-induced NF-kB reporter in Jurkat cells. PMA/ionomycin-induced NF-kB luciferase reporter, luminescence. inhibition, % at 4 µM. 330,000 compounds, 0.53% hits
SENP8 block – SENP8 protease inhibition. Q96LD8. purified SENP8, Z-RLRGG-aminoluciferin cleavage, luminescence. inhibition, % at 10 µM. 330,000 compounds, 1.2% hits
Target sequence (Q96LD8 whole entry, looked up): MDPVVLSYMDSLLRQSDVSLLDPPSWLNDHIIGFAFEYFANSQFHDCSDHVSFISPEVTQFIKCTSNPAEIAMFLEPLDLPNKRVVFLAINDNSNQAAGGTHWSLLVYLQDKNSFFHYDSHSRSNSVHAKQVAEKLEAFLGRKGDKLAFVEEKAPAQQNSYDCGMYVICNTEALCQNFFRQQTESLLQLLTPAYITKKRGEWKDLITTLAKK
EBI2 block – antagonists of human EBI2 receptor; P32249; inhibition, % at 5 µM; EBI2 beta-arrestin recruitment, luminescence, 7a,25-OHC stimulated; 360,000 compounds, 0.81% hits; in the data active = inhibition above about 38%;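 also: enzyme fragment complementation signal reports receptor beta-arrestin coupling in cells; 0% = agonist plus DMSO wells and 100% = wells without agonist; some results beyond the cut were filed as inactive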
Target sequence (P32249 whole entry, looked up, the tested form may be a part): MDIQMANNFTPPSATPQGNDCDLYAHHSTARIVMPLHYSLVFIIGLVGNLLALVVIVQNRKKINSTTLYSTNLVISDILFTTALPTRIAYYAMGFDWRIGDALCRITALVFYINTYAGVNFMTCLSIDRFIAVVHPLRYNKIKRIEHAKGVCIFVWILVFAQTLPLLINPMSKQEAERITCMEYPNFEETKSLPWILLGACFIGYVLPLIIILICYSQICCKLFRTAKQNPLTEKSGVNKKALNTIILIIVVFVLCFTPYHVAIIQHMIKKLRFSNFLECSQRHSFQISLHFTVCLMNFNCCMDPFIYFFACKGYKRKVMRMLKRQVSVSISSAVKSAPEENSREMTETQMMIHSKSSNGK
Active calls of the source: *; . = no result given. Rule as the data show it, unless noted: active = inhibition above about 50%; inactive = the rest.

# | compound | Gli-Sufu antag | Apaf-1 inh | UBC13 polyUb | 697 NFkB inh
1 | O=C(CSc1ccccn1)N1CCN(S(=O)(=O)c2ccc(Cl)cc2)CC1 | -5 | 5 | -8 | 9
2 | CC1CCN(C(=O)CCNC(=O)c2ccccc2)CC1 | -18 | -5 | 3 | -3
3 | CCOC(=O)C1=C2SCC(=O)N2C(N)=C(C#N)C1 | 1 | -1 | 2 | -3
4 | Cc1c(CN2CC[C@@H](N3CCN(c4ccccn4)CC3)[C@H](O)C2)[nH]c2ccc(F)cc12 | 6 | 0 | 11 | 14
5 | COC(=O)c1ccc(NS(=O)(=O)c2ccc3c(c2)oc(=O)n3C)cc1 | -3 | -2 | -11 | -22
6 | O=C(c1ccc2nc(N3CCOCC3)sc2c1)N1CCC(Cc2ccccc2)CC1 | 18 | 19 | -9 | -13
7 | O=C(NC(=S)NCc1ccco1)c1cccc(Cl)c1 | . | -1 | -3 | -18
8 | CCOC(=O)c1c(C)[nH]c(N=Nc2ccc(C)cc2C)c1C | -70 | 8 | -8 | -43
9 | Cc1ccc(Cn2nnc3c(=O)[nH]c(C4CCCN(C(=O)Nc5ccc(F)cc5F)C4)nc32)cc1 (stereo unspecified) | 7 | -4 | 3 | 2
10 | CCc1nc(Sc2nc(C)cc(C)n2)c2oc3ccccc3c2n1 | 4 | 3 | 17 | -4
11 | NC(=S)N/N=C/c1ccc([N+](=O)[O-])cc1 | -5 | -11 | -8 | 32
12 | COc1ccc(Cl)cc1N(C(C)C(=O)O)S(C)(=O)=O (stereo unspecified) | 0 | 2 | 0 | -8

# | CCR6 antagonist | Jurkat NFkB inh | SENP8 block | EBI2 block
1 | 1 | 6 | 8 | 2
2 | 19 | -20 | 2 | 3
3 | 42 | -5 | 0 | 2
4 | -9 | 7 | -6 | 3
5 | 1 | -24 | -13 | -2
6 | 4 | -3 | -6 | 6
7 | . | 11 | -6 | 9
8 | 1 | -36 | -5 | 12
9 | 1 | -4 | -8 | -2
10 | -6 | 19 | -2 | -5
11 | 0 | 3 | 2 | -3
12 | 2 | -5 | 1 | -13

More compounds:
# | compound | Gli-Sufu antag | Apaf-1 inh | UBC13 polyUb | 697 NFkB inh
13 | CCCC(=O)Oc1ccc(-c2nccc(C(OC)OC)n2)cc1 | -15 | 8 | -4 | -22
14 | CN(C)CCNC(=O)c1sc2nc(-c3ccccc3)cc(C(F)(F)F)c2c1N | 9 | 12 | 29 | -8
15 | O=C(Nc1ccc(F)cc1)N1CCc2ccccc2C1 | -53 | 18 | 7 | -47
16 | COc1ccc(CN(Cc2cccn2C)S(=O)(=O)c2ccc(F)cc2)cc1 | 15 | 7 | 0 | 2
17 | O=C(c1cc(O)c(O)c([N+](=O)[O-])c1)c1ccccc1F | -1 | -4 | 8 | 6
18 | CN(C)C(=O)c1cc(C(=O)c2ccccc2Cl)c[nH]1 | -14 | 1 | -4 | 2
19 | CSCCC(NC(=O)c1ccccc1Cl)C(=O)NCC1COc2ccccc2O1 (stereo unspecified) | 0 | 1 | 2 | 9
20 | COc1ccc(CNC(=O)C2CCNCC2)cc1 | 5 | 6 | -5 | 0
21 | Cc1c(C(=O)N(C)C)sc2nc(-c3ccccn3)[nH]c(=O)c12 | 3 | 7 | -31 | -6
22 | CCc1ccccc1NCc1cc(=O)oc2cc(C)ccc12 | 16 | 9 | -4 | -14
23 | NC(=O)c1cccc(CS(=O)(=O)c2ccc(Cl)cc2)c1 | 6 | 3 | 4 | 1
24 | CCCN(CCC)CCCNC(=S)Nc1ccc2nc(N3CCCC3)cc(C)c2c1 | 29 | -3 | 9 | -15

# | CCR6 antagonist | Jurkat NFkB inh | SENP8 block | EBI2 block
13 | 5 | -20 | -13 | 5
14 | 22 | -14 | -3 | 15
15 | 14 | -57 | -4 | -5
16 | 21 | 4 | 14 | 8
17 | 30 | 9 | 9 | 3
18 | 7 | -24 | -5 | -3
19 | 3 | 11 | 13 | 13
20 | -4 | -9 | -9 | 3
21 | 29 | -17 | -8 | -6
22 | 2 | 22 | 0 | 3
23 | 9 | 2 | 0 | -1
24 | 36 | 2 | -2 | 5

New compounds follow:
# | compound | Gli-Sufu antag | Apaf-1 inh | UBC13 polyUb | 697 NFkB inh
25 | COc1cc(C(=O)NCCSc2ccc(Cl)cc2)cc(OC)c1OC | 35 | 6 | 2 | -17
26 | O=C(CN1CCC(n2nnc3cc(C(F)(F)F)ccc32)CC1)Nc1ccc2c(c1)OCCO2 | 11 | 14 | 3 | -2
27 | CCCCCCCCCOC(=O)C[n+]1csc(CCO)c1C | -1 | -4 | 8 | 1
28 | Cc1ccccc1NC(=O)Cc1nnc(SCC(=O)NC2=NCCS2)n1C | 11 | -3 | 0 | 5
29 | COC(=O)COc1ccc(C2NC(=O)NC(C)=C2C(=O)NCc2ccccc2)cc1OC (stereo unspecified) | -25 | -5 | -2 | 14
30 | Cc1cc(C)n(-c2ccc(C(=O)OCC(=O)NCc3ccco3)cc2)n1 | 30 | 0 | 5 | -7
31 | Cc1nc2ccccc2cc1C(=O)NCc1ccco1 | 1 | -7 | 5 | 6
32 | O=C(NCc1nc2ccccc2[nH]1)C1=C[C@H](c2coc3ccccc3c2=O)C[C@H](OCCCCO)O1 | -1 | 9 | 13 | -8

# | CCR6 antagonist | Jurkat NFkB inh | SENP8 block | EBI2 block
25 | -1 | -19 | -1 | 23
26 | 2 | 10 | 11 | 5
27 | -1 | 15 | -5 | 6
28 | 0 | 7 | 17 | -1
29 | 5 | 9 | -6 | -6
30 | -2 | 0 | 6 | 1
31 | 3 | 7 | 2 | -4
32 | -1 | -2 | 1 | -2

An excerpt from above in order of length of the SMILES, high to low:
# | compound | Gli-Sufu antag | Apaf-1 inh | UBC13 polyUb | 697 NFkB inh
32 | O=C(NCc1nc2ccccc2[nH]1)C1=C[C@H](c2coc3ccccc3c2=O)C[C@H](OCCCCO)O1 | -1 | 9 | 13 | -8
26 | O=C(CN1CCC(n2nnc3cc(C(F)(F)F)ccc32)CC1)Nc1ccc2c(c1)OCCO2 | 11 | 14 | 3 | -2
29 | COC(=O)COc1ccc(C2NC(=O)NC(C)=C2C(=O)NCc2ccccc2)cc1OC (stereo unspecified) | -25 | -5 | -2 | 14
30 | Cc1cc(C)n(-c2ccc(C(=O)OCC(=O)NCc3ccco3)cc2)n1 | 30 | 0 | 5 | -7
19 | CSCCC(NC(=O)c1ccccc1Cl)C(=O)NCC1COc2ccccc2O1 (stereo unspecified) | 0 | 1 | 2 | 9
28 | Cc1ccccc1NC(=O)Cc1nnc(SCC(=O)NC2=NCCS2)n1C | 11 | -3 | 0 | 5
25 | COc1cc(C(=O)NCCSc2ccc(Cl)cc2)cc(OC)c1OC | 35 | 6 | 2 | -17
23 | NC(=O)c1cccc(CS(=O)(=O)c2ccc(Cl)cc2)c1 | 6 | 3 | 4 | 1
18 | CN(C)C(=O)c1cc(C(=O)c2ccccc2Cl)c[nH]1 | -14 | 1 | -4 | 2
22 | CCc1ccccc1NCc1cc(=O)oc2cc(C)ccc12 | 16 | 9 | -4 | -14
27 | CCCCCCCCCOC(=O)C[n+]1csc(CCO)c1C | -1 | -4 | 8 | 1
31 | Cc1nc2ccccc2cc1C(=O)NCc1ccco1 | 1 | -7 | 5 | 6
20 | COc1ccc(CNC(=O)C2CCNCC2)cc1 | 5 | 6 | -5 | 0

# | CCR6 antagonist | Jurkat NFkB inh | SENP8 block | EBI2 block
32 | -1 | -2 | 1 | -2
26 | 2 | 10 | 11 | 5
29 | 5 | 9 | -6 | -6
30 | -2 | 0 | 6 | 1
19 | 3 | 11 | 13 | 13
28 | 0 | 7 | 17 | -1
25 | -1 | -19 | -1 | 23
23 | 9 | 2 | 0 | -1
18 | 7 | -24 | -5 | -3
22 | 2 | 22 | 0 | 3
27 | -1 | 15 | -5 | 6
31 | 3 | 7 | 2 | -4
20 | -4 | -9 | -9 | 3

A portion of the library; count on the stated rates, not on these rows.
